GPR7 antag: GPR7 receptor antagonists, primary screen, cell-based, fluorescence, single concentration; inhibition, % at 4.4 µM; AID 1861, 2009; 1.1% of 290,000 active; Neuropeptides B/W receptor type 1 (Homo sapiens), P48145; GPR7-expressing cells, fluorescence antagonist assay; in the data active = inhibition above about 16%, passing the limit was not always enough;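 note: cells stimulated with the agonist NPW; 0% = agonist with vehicle and 100% = vehicle without agonist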
Target sequence (P48145 whole entry, looked up): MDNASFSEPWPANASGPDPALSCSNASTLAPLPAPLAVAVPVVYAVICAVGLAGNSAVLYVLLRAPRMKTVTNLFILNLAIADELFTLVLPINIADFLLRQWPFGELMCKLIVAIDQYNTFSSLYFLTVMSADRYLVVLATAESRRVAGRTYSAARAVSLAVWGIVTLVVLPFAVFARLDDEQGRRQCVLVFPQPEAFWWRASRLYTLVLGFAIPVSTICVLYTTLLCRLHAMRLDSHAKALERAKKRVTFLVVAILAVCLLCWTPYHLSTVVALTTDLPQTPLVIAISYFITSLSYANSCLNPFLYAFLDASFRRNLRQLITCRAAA
CHO parental Ca: ATP-evoked calcium signal inhibitors, parental CHO, primary screen, counter-screen for OX1R antagonist project, cell-based, fluorescence, Fluo-8 calcium dye. parental CHO-K1, ATP-induced calcium, Fluo-8 fluorescence. inhibition, % at 5.6 µM. 0.63% of 330,000 active;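 active = inhibition above that plate's mean sample inhibition plus 3 SD, cut at about 26% in these data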;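 note: 0% = ATP-challenged DMSO wells and 100% = DMSO wells without ATP; some compounds past the cut are filed as inactive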
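Assay system: parental CHO cells; Read-out basis: percent inhibition of ATP-evoked calcium rise, normalized to controls; Benchmarks: ATP and no-ATP DMSO wells; Compound dosing: single nominal dose of 5.6 µM per compound; Signal: Fluo-8 calcium dye fluorescence; Also added: ATP as calcium-mobilizing challenge; Repeats: singlicate.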
CHO-K1 Ca ag: counter-screen for M1 agonists: effect in parental CHO-K1 cells. Fluo-8 calcium fluorescence; scaled to maximal ATP response, vehicle zero. 0.48% of 360,000 active. activation, % at 3 µM; in the data active = activation above about 15%;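 note: untransfected CHO-K1 host cells lacking M1 receptor as counterscreen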
CHO-K1 Ca antag: counter-screen for M1 antagonists: effect in parental CHO-K1 cells; ATP-induced calcium, Fluo-8 fluorescence; 0.6% of 360,000 active; inhibition, % at 3 µM; AID 602250;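 active = inhibition above a per-plate cutoff, the plate's mean sample inhibition plus 3 SD, cut at about 24% in these data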;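 note: 0% = DMSO plus EC80 ATP and 100% = DMSO alone without ATP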
OXTR potentiator: human OXTR potentiators, primary screen, fluorescence, CHO-OTR cells, Fluo-8 calcium; activation, % at 3 µM; Fluo-8 calcium fluorescence, potentiator mode; 0% = oxytocin EC15, 100% = EC100; Oxytocin receptor (Homo sapiens), P30559; 0.061% of 320,000 active;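 active = activation above that plate's cutoff, the mean activation of tested compounds plus 3 SD, cut at about 6.6% in these data, passing the limit was not always enough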;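 note: 100% uses oxytocin at 75 nM as the full agonist control; some results filed as inactive read as strong as hits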
Target sequence (P30559 whole entry, looked up): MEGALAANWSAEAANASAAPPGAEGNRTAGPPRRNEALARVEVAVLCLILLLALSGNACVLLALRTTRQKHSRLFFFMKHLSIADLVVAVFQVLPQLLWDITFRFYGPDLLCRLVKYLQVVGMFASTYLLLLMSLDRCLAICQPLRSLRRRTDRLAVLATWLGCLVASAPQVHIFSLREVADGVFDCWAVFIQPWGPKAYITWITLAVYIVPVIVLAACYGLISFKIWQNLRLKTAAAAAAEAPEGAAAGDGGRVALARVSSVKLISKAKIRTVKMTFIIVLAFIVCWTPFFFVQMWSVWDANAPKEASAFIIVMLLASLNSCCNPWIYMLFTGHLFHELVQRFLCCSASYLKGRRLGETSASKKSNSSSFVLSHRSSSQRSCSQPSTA
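test system = CHO-OTR cells, human receptor | compound = single-point 3.0 µM | schedule = 6 min compound pre-incubation at room temperature, 100 s kinetic read | signal = Fluo-8 no-wash calcium dye fluorescence, excitation 470-495 nm, emission 515-575 nm | repeats = single well per compound, singlicate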
CHO-K1 Ca PAM: nonselective calcium activators in parental CHO-K1 cells, primary screen, counter-screen for M1 PAM project, cell-based, Fluo-8 calcium fluorescence, full deck, 1536-well; ATP EC20; 0% at ATP EC20, 100% at ATP max; activation, % at 3 µM; 0.02% of 360,000 active;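 active = activation above the run cutoff, the mean activation of all test compounds plus 3 SD, cut at about 40% in these data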;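 note: peak over basal fluorescence ratio in a 140 s read after ATP addition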
TAAR1 antag: human TAAR1 antagonists, primary screen, Fluo-8 calcium fluorescence, CHO RD-HGA16 cells; AID 624466, 2012; antagonist; Trace amine-associated receptor 1 (Homo sapiens), Q96RJ0; 1.5% of 360,000 active; inhibition, % at 3 µM;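 active = inhibition above a per-plate cutoff, the mean inhibition of test compounds on that plate plus 3 SD, cut at about 49% in these data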;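 note: 0% = DMSO plus EC80 beta-PEA response and 100% = DMSO alone without agonist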
Target sequence (Q96RJ0 whole entry, looked up): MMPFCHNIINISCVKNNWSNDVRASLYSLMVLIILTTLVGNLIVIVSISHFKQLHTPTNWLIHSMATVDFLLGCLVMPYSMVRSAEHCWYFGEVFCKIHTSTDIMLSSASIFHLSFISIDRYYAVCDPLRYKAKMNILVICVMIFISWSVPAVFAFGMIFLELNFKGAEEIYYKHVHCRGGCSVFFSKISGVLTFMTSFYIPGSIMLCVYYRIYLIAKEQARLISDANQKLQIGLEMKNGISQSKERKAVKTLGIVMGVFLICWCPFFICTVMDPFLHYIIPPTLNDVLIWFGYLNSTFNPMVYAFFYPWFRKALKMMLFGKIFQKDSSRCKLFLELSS
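Test system: hTAAR1-expressing CHO RD-HGA16 cells, Gα16-coupled; Probe or stimulus: EC80 β-phenethylamine stimulus; Compound dosing: single nominal final test compound concentration of 3 µM; Timing: 140 s kinetic read after compound, 140 s after agonist; Signal: Fluo-8 calcium-sensitive fluorescence; Measure: % inhibition of agonist calcium response; Controls: DMSO and EC80 PEA controls.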
V1R ag counter: agonists of human V1a receptor, primary screen, counter-screen for OXTR agonist project, fluorescence, CHO-V1R cells; 0.25% of 320,000 active; Vasopressin V1a receptor (Homo sapiens), P37288; activation, % at 3 µM; AID 2797, 2010; Fluo-8 calcium fluorescence, agonist mode; 0% DMSO, 100% 3 nM vasopressin;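 active = activation above the mean activation of all tested compounds plus 3 SD, per screening run, cut at about 20% in these data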;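 note: signal is peak over basal fluorescence ratio across a 100 second FLIPR read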
OXTR ag: human OXTR agonists, primary screen, fluorescence, CHO-OTR cells, Fluo-8 calcium | AID 2435, 2010 | 0.32% of 320,000 active | activation, % at 3 µM | Fluo-8 calcium fluorescence; normalized: DMSO 0%, oxytocin 100%;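 active = activation above the mean of all tested compounds plus 3 SD, cutoff set per screening run, cut at about 20% in these data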;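 note: peak over basal fluorescence ratio from a 100 s FLIPR kinetic read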
* marks the source's active call; other numbers are inactive results; . = not tested or not shown. Random draw from the library; about 3.5% have a hit in one of these screens.

Compound	V1R ag counter	GPR7 antag	OXTR ag	CHO parental Ca	CHO-K1 Ca ag	CHO-K1 Ca antag	TAAR1 antag	CHO-K1 Ca PAM	OXTR potentiator
Cc1ccc(OCC(=O)Nc2ccncc2)cc1C	.	.	.	.	9.9	-15	-4	15	.
Fc1ccc(NC(=S)NCc2ccc3c(c2)OCO3)cc1	3.0	-1	1.3	-4	5.4	0	2	14	-7
CCC(=O)Nc1nc(-c2ccccc2)nc(SC)c1C(C)=O	-1.1	-11	-2.6	-6	-0.6	-10	16	9	-8
COc1ccc(OC)c(-c2csc(NC(=O)COC(=O)C3CCC3)n2)c1	-0.1	.	-1.9	-21	0.9	-17	12	15	-6
Cc1ccc(NC(=O)CCC(=O)OCCCC(F)(F)C(F)(F)F)cc1	-1.0	-1	-2.3	-12	-0.6	-4	-4	12	4
O=C(Cn1cnc2c(nnn2-c2ccc(F)cc2)c1=O)NCC1CCCO1 (stereo unspecified)	1.2	-10	0.1	-6	-0.3	-2	-6	4	0
CC1CCCC(NS(=O)(=O)c2ccc3c(c2)OCCO3)C1C (stereo unspecified)	4.0	-7	2.5	-14	1.4	-5	2	15	-20
COCCCNC(=S)NNC(=O)c1ccc2c(c1)OCO2	0.3	-7	0.5	7	0.0	-14	7	13	-8
CCOc1ccccc1NC(=O)C1CCN(c2nc(-c3ccc(OC)cc3)no2)CC1	-0.8	4	0.1	-5	0.5	-6	-8	4	6
COc1ccccc1-c1n[nH]c(=S)n1Cc1ccccc1	-0.5	-9	-1.0	-10	-0.2	3	-5	-7	-3
CC1CCCN(CCSc2ccc(Cl)cc2)C1 (stereo unspecified)	0.3	-2	-0.8	-13	-0.1	4	-4	-5	-4
O=C(c1ccc([N+](=O)[O-])cc1[N+](=O)[O-])N1CCN(C(=O)C2CCCO2)CC1 (stereo unspecified)	-0.2	.	-1.4	-4	-0.1	-10	8	1	-3
Cc1cccc2cn[nH]c12	-0.1	-18	-0.8	-2	0.3	-1	-6	13	-5
O=C(O)CN=C1NC2(CCCC2)Cc2ccccc21	-0.1	-15	-0.1	-5	0.6	-1	-1	6	3
C/C(=N\OCc1ccc(C#N)cc1)c1cc2ccccc2o1	0.3	5	0.6	-11	1.3	-5	8	4	-5

Continuation:
Compound	V1R ag counter	GPR7 antag	OXTR ag	CHO parental Ca	CHO-K1 Ca ag	CHO-K1 Ca antag	TAAR1 antag	CHO-K1 Ca PAM	OXTR potentiator
CCNC(=O)CC1C(=O)N(c2ccc(OC)cc2)C(=O)N1CCOC (stereo unspecified)	1.1	-2	3.2	3	2.3	-11	-15	7	0
CC(=O)c1sc(N/N=C\c2ccc(C)cc2)nc1C	-1.0	5	-1.8	-13	0.0	-12	-13	17	-3
OC[C@@H]1CN(Cc2ccncc2)C[C@H](n2cnc3c(NC4CCCC4)ncnc32)O1	.	.	.	.	0.0	-10	-18	-4	.
O=C(CCNC(=O)Cn1cnc2ccccc2c1=O)NCCC1=CCCCC1	0.5	-10	-1.8	-6	-0.1	3	10	-4	-5
COc1cccc(/C=N/n2c(N)c(S(=O)(=O)c3cccs3)c3nc4ccccc4nc32)c1OC	0.8	-6	1.3	-1	2.1	3	-7	19	1
O=C(NNC(=O)c1ccc([N+](=O)[O-])cc1C(=O)O)c1ccncc1	0.5	6	0.5	4	8.0	11	-5	8	-13
O=C([C@H]1O[C@@H](n2ccc(=O)[nH]c2=O)[C@H](O)[C@@H]1O)N(CCC1=CCCCC1)CC1CC1	.	.	.	.	0.2	14	-10	-2	.
CS(=O)(=O)N1CCN(c2ccccc2NC(=O)c2ccc(Cl)cc2)CC1	-0.2	4	-0.7	-8	2.2	-12	6	19	-13
Cc1ccc(S(=O)(=O)Nc2cc3c(C(=O)Nc4ccccc4)c(C)oc3c3ccccc23)cc1	-0.1	-8	0.6	-27	0.7	14	25	-6	-1
CC1CCc2nc3ccc(S(=O)(=O)N4CCC(C(=O)N5CCCCC5)CC4)cc3c(C(=O)O)c2C1 (stereo unspecified)	1.4	1	-0.1	-7	1.0	-2	-7	27	-3
C=CCSc1nnc(NC(=O)COc2ccccc2)s1	0.4	-9	-1.7	-23	0.5	-26	3	23	-7
CN(CC(=O)Nc1ccccc1Br)C(=O)CCc1ccccc1	-0.3	23*	0.5	-2	1.3	-15	-12	6	-7
Cc1cc(OCC[N+]2(C)CCCCC2)nc2ccccc12	0.9	-5	1.4	-8	-0.1	-7	16	6	-10
CCCN1C(=O)/C(=C/c2ccc3c(c2)OCO3)NC1=S	.	0	.	.	0.5	1	21	1	.
COc1ccc(C(=O)NCCN2CCOCC2)cc1OC	1.6	-7	0.2	-7	-0.3	0	10	6	5

(list continues)
Compound	V1R ag counter	GPR7 antag	OXTR ag	CHO parental Ca	CHO-K1 Ca ag	CHO-K1 Ca antag	TAAR1 antag	CHO-K1 Ca PAM	OXTR potentiator
COc1ccccc1CN1CC(C(=O)NCCSc2nnnn2C)CCC1=O (stereo unspecified)	0.0	-18	0.9	-6	0.6	-6	-14	-4	-5
O=C(Nc1ccccc1)N(Cc1ccccc1)C1=NCCS1	0.6	0	-0.3	-8	1.5	-11	5	28	-8
CC1CCN(C(=O)c2cc3ccccc3c(=O)o2)CC1	0.1	-6	0.2	-3	-0.1	-4	9	20	2
O=C(Nc1cccc(C(F)(F)F)c1)c1ccc2sc([C@H]3C[C@H](O)[C@@H](CO)O3)nc2c1	.	.	.	.	0.4	16	6	-3	.
Fc1ccc(NC(=S)N2CCN(c3cccc(C(F)(F)F)c3)CC2)cc1	9.1	0	6.9	5	12	13	19	6	-17
COc1ccc(CCNC(=O)C(=O)NCC2CCCN2S(=O)(=O)c2cccs2)cc1OC (stereo unspecified)	-0.5	.	-0.3	-21	3.6	-1	34	-2	-7
CCN(CC)c1ccc(/C=N/NC(=S)NCc2ccccc2)c(O)c1	-1.0	-21	-0.8	-36	0.1	22	3	-13	-5
O=C(Cn1nc(-c2ccccc2)c2ccccc2c1=O)Nc1ccc(O)cc1	1.9	5	0.4	4	2.4	-17	-10	18	-8
Cc1cccc(NC(=O)Nc2ccc(Cl)cc2)n1	0.6	-1	-0.5	-1	7.2	0	-2	7	-3
Cc1nc(N2CCN(Cc3ccc4c(c3)OCO4)CC2)c2cc(-c3ccccc3)sc2n1	-0.2	-13	-1.1	-19	-0.7	4	-18	-14	-10
C#CCOCCOCCOCCNc1nc(N2CCN(C(=O)C(Cc3ccc(O)cc3)n3cc(C(N)C(C)CC)nn3)CC2)nc(N2CCN(C(=O)C(Cc3ccc(O)cc3)n3cc(C(N)C(C)CC)nn3)CC2)n1 (stereo unspecified)	-0.5	0	-0.4	-9	0.6	-11	10	20	-1
Cc1ccccc1-c1nc(CS(=O)CC(=O)NC2CC2)c(C)o1 (stereo unspecified)	0.8	5	0.8	-8	1.0	-15	-7	21	2
CC(C)(C)NC(=O)CSc1nc(Cc2ccccc2)nc2ccccc12	-1.0	-4	-1.0	-17	0.5	-11	15	18	-1
O=C(c1ccc(Cn2c(=S)[nH]c3ccc(N4CCOCC4)cc3c2=O)cc1)N1CCN(c2ccc(F)cc2)CC1	0.5	-6	-0.4	-1	1.6	-5	-21	-13	-4
O=C(CSc1nnc2sc3ccccc3n12)NCc1ccc2c(c1)OCO2	0.1	.	-0.1	-5	0.7	-7	19	14	-5

The last 2 compounds of the section before are carried over, then new ones follow.
Compound	V1R ag counter	GPR7 antag	OXTR ag	CHO parental Ca	CHO-K1 Ca ag	CHO-K1 Ca antag	TAAR1 antag	CHO-K1 Ca PAM	OXTR potentiator
O=C(c1ccc(Cn2c(=S)[nH]c3ccc(N4CCOCC4)cc3c2=O)cc1)N1CCN(c2ccc(F)cc2)CC1	0.5	-6	-0.4	-1	1.6	-5	-21	-13	-4
O=C(CSc1nnc2sc3ccccc3n12)NCc1ccc2c(c1)OCO2	0.1	.	-0.1	-5	0.7	-7	19	14	-5
CCCCCCCCN1C(=O)[C@H](CC(=O)NCc2cccs2)C[C@@]2(C(=O)OC)CCCCC=C12	.	.	.	.	-0.3	1	-11	-8	.
CCOC(=O)CCc1nn(C)c(=O)c2ccccc12	3.9	-10	0.2	-12	3.9	0	-12	15	-2
Cc1nnc(SCC(=O)Nc2ccc(Cl)cn2)n1Cc1ccccc1	0.8	-7	-0.5	-11	-0.2	-8	3	13	-13
O=C(Nc1cccc(F)c1)N1CCCC(CNS(=O)(=O)Cc2ccccc2)C1 (stereo unspecified)	1.0	1	-0.4	-10	1.8	-19	0	7	1
CN(C)c1ccc(C(CNS(=O)(=O)c2ccc([N+](=O)[O-])cc2)N2CCCC2)cc1 (stereo unspecified)	1.4	.	2.9	-15	2.2	-12	1	11	1
O=C(/C=C/C=C/c1ccccc1)CC1(O)C(=O)N(CCc2ccccc2)c2ccccc21 (stereo unspecified)	1.4	-6	0.6	-3	2.6	-27	29	18	-14
N#Cc1c(NC(=O)CSc2ncn[nH]2)sc2c1CCCC2	5.8	1	4.4	-8	2.8	-2	-1	-2	-18
COc1ccccc1NC(=O)CCN1CCN(c2ccc(Cl)cc2)CC1	1.0	-9	-2.0	-28	0.1	-5	18	0	3
O=C(NCCN1CCCC1)c1cc(-c2ccncc2)nc2ccc(S(=O)(=O)N3CCOCC3)cc12	-0.1	-12	1.0	4	0.6	-11	-7	16	-8
CCOC(=O)CCCNC(=O)CN1C(=O)NC(c2ccccc2)(c2ccccc2)C1=O	0.2	-8	1.0	-14	0.0	-10	-13	-6	-4
Cc1cccc(OC2(c3ccccc3)OC(=O)c3ccccc32)c1C (stereo unspecified)	0.5	-26	-0.2	-1	-0.3	-12	21	-7	-7
O=C(Nc1cccnc1Cl)c1cc(-c2ccc(Cl)cc2)on1	-0.1	-8	0.1	1	0.7	-5	-14	-4	-10
CCOC(=O)c1c(NC(=O)OC)sc2c1CCC2	-0.2	-2	-1.1	-17	0.8	-15	0	26	4
CC(NC(=O)c1ccccc1)C(=O)N/N=C/c1ccccc1 (stereo unspecified)	0.0	-2	-1.4	2	-0.2	-14	13	12	-11
COc1cc(OC)c(S(=O)(=O)Nc2ccc(C(=O)O)cc2)cc1S(=O)(=O)Nc1ccc(C(=O)O)cc1	-0.1	-4	0.8	-9	0.3	-21	-4	25	0

Screens deposited in PubChem by The Scripps Research Institute Molecular Screening Center.
